Assay outcomes deposited in PubChem BioAssay by National Center for Advancing Translational Sciences (NCATS).
MCF10A rereplic = inducers of DNA re-replication in MCF 10A breast cells; MCF 10A DNA re-replication, Hoechst nuclear intensity, 48 h; 350,000 tested, 2.9% active; AID 624296; Potency, µM (doses to about 46.1 µM), without a hit: top-dose activity, positive = re-replication, hits mostly activators; also: potency is read from the fitted curve at half-maximal effect; % of control where 0% means no effect; nearly all actives have a fitted effect of over 50% in size
S2 tox = cell viability loss in ATXN counter-screen. 400,000 tested, 0.49% active. Potency, µM (titrated, usually from 56.7 µM), most hits filed as cytotoxic. S2 cells (HEK-293 line with an ATXN2-luciferase reporter) viability, CellTiter-Fluor protease fluorescence, 24 h; also: potency is read from the fitted curve at half-maximal effect; nearly all actives have a fitted effect of over 40% in size
KB-3-1 cytotox = kills parental KB-3-1 adenocarcinoma cells. KB-3-1 viability, CellTiter-Glo ATP luminescence, 72 h. Potency, µM (top dose mostly 46.1 µM), without a hit: at the top dose activity change, negative = cytotoxic, hits mostly cytotoxic. 400,000 tested, 1.4% active; also: potency is read from the fitted curve at half-maximal effect; % is scaled to controls: 0 for no effect and ±100 for the full control effect; nearly all actives have a fitted effect of over 60% in size
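Parental KB-3-1 viability, qHTS format: 72 h compound exposure, 37 °C; CellTiter-Glo; media-only wells and DMSO plates as controls; concentration-effect fits on corrected data.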
ATXN2 expr inh = ATXN2 expression inhibition. HEK-293 ATXN2-luciferase reporter, luminescence, 24 h. Potency, µM (highest dose often 57 µM), for inactives: top-dose activity change, negative = inhibition, most hits filed as inhibitors. 360,000 tested, 0.72% active. AID 1745845; also: potency is read from the fitted curve at half-maximal effect; % is scaled to controls: 0 for no effect and ±100 for the full control effect; nearly all actives have a fitted effect of over 55% in size
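ATXN2-luciferase reporter cells (luciferase flanked by upstream and downstream ATXN2 gene portions) were treated 24 h at 37 °C with compounds at up to 57 uM. SteadyGlo luminescence gave expression; GF-AFC fluorescence gave viability.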
HT1080-NT tox = kills 2HG-producing HT-1080-NT fibrosarcoma cells; HT-1080-NT fibrosarcoma viability, CellTiter-Glo ATP luminescence, 48 h; Potency, µM (doses to about 46.1 µM), inactives show at the top dose activity, negative = less viability, hits mostly cytotoxic; 360,000 tested, 1.6% active;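 also: NT is the 2HG producing partner of a matched IDH1 knockdown line; potency is read from the fitted curve at half-maximal effect; 0% = DMSO-treated cells and -100% = media-only wells without cells; nearly all actives have a fitted effect of over 55% in size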
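Toxicity toward the 2HG-producing NT line was scored as %Activity, normalised to DMSO and no-cell wells, from CellTiter-Glo luminescence after 48 hours' treatment.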
IL-1B inflam inh = blocks inflammasome-driven IL-1 beta release. AID 743279. THP-1 LPS/ATP IL-1B secretion, AlphaLISA, 16 h; hits give low values. 360,000 tested, 4.7% active. activity change, % at 57.5 µM; in the data active = activity change below about -50%; inconclusive = mostly about -30% to -49%; also: % is scaled to controls: 0 for no effect and ±100 for the full control effect
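Secreted IL-1B measured by AlphaLISA bead assay after 16 h compound exposure of THP-1 cells; compounds (final up to 57.5 uM) added 1 h before LPS (250 ng/mL) and ATP (1.25 mM) stimulation; lower signal means less secretion.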
KB-V1 cytotox = kills drug-selected multidrug resistant KB-V1 cells; KB-V1 MDR cells viability, CellTiter-Glo, 72 h; Potency, µM (highest dose often 46.1 µM), inactives show top-dose activity change, negative = cytotoxicity, most hits filed as cytotoxic; 400,000 tested, 3.4% active; also: potency is read from the fitted curve at half-maximal effect; % is scaled to controls: 0 for no effect and ±100 for the full control effect; nearly all actives have a fitted effect of over 60% in size
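Compound-treated KB-V1 multidrug-resistant cells, 72 h, 37 degrees C; viability by CellTiter-Glo. Fitted qHTS curves give the values.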
HT1080 IDH1KD tx = kills HT-1080 cells with IDH1 knockdown. HT-1080 IDH1 knockdown viability, ATP luminescence, 48 h. Potency, µM (titrated, usually from 46.1 µM), for the others: at the highest dose activity, negative = toxicity, actives largely listed as cytotoxic. 360,000 tested, 2% active. AID 686971;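 also: potency is read from the fitted curve at half-maximal effect; 0% = DMSO wells and -100% = cell-free medium wells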
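CellTiter-Glo luminescence after 48 h compound exposure at 37 degrees C of IDH1-knockdown HT-1080 cells in 5% FBS RPMI. %Activity scaled between DMSO wells and cell-free media wells, with curves fitted and assigned curve classes.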
SW480 rerep = induces DNA re-replication in SW480 colon adenocarcinoma cells; SW480 DNA re-replication, Hoechst DNA content imaging, 48 h; Potency, µM (top dose mostly 46.1 µM), for inactives: top-dose re-replication activation, most hits filed as activators; 340,000 tested, 1.8% active; AID 624297; also: potency is read from the fitted curve at half-maximal effect; % of control where 0% means no effect; nearly all actives have a fitted effect of over 55% in size
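Cells (250 per well) received 23 nL compound or DMSO by pin tool and were kept 48 hr at 37 C, 5% CO2. Nuclei were then stained with Hoechst for 40 min and scanned for DNA content.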
The depositor's hits bear a star; i = inactive; ? = inconclusive; . = not tested or not shown; [ ] = dose if it differs, or a comment. Unless noted, calls follow the shape of the dose curve; as a rule, active = well fitted curve in the direction sought with a large enough effect; inconclusive = small, poorly fitted or top-dose-only effect, or another doubt; inactive = no such curve, though single readings can be large; an effect the other way counts as inactive or inconclusive.

Fields – MCF10A rereplic	S2 tox	KB-3-1 cytotox	ATXN2 expr inh	HT1080-NT tox	IL-1B inflam inh	KB-V1 cytotox	HT1080 IDH1KD tx	SW480 rerep
S=C(c1ccc(-c2cc(Cl)ccc2Cl)o1)N1CCOCC1
    17.6%	i	6.9%	3.2%	3.9%	-26.8	-3.8%	4.5%	7.8%
Cc1ccc(S(=O)(=O)N2CCCC2CNC(=O)C(=O)Nc2ccc(F)cc2F)cc1 (centres undefined)
    ?	i	?	0.5%	2.1%	-9.5	?	-11.3%	?
COC(=O)c1ccccc1NC(=O)Cn1nnc2sc(-c3ccccc3)cc2c1=O
    .	i	2.2%	17.1%	.	.	-17.1%	.	.
O=C(Nc1ccc(Cl)cc1C(=O)NCCN1CCOCC1)c1ccc(Cl)cc1Cl
    0.6%	i	17.1%	-4.5%	-10.3%	-28.7	4.61µM*	-5.8%	0.0%
COc1ccc(/C=C2\SC(=O)N(CCC(=O)Nc3ccc(S(=O)(=O)Nc4nccs4)cc3)C2=O)cc1
    ?	i	3.5%	36.0%	-15.0%	26.8	?	-12.1%	-0.2%
COc1ccc(C2=C(N3CCN(c4cc(Cl)ccc4C)CC3)c3ccccc3C2=O)cc1
    .	i	-14.5%	-0.1%	.	.	-53.4%	.	.
COc1ccc(NC(=O)CCCN2C(=O)C3CC=CCC3C2=O)cc1 (centres undefined)
    3.9%	i	14.6%	2.5%	?	0.0	0.1%	?	-2.8%
COC(=O)[C@]12CCCCC=C1N(Cc1ccc(Cl)cc1Cl)C(=O)[C@H](CC(=O)NCC1CCCCC1)C2
    .	?	?	-25.5%	?	0.0	-7.0%	?	.
COc1ccc(-n2nnnc2-c2cccc(OC)c2)cc1
    4.11µM*	?	1.03µM*	4.1%	?	101.7	1.16µM*	1.64µM*	3.26µM*
COc1ccc(N(C)C(=O)NCc2noc3ccc(C)cc23)c(OC)c1
    .	i	?	-12.2%	.	.	-18.5%	.	.
Cc1nc(NC(C)(C)CO)c([N+](=O)[O-])cc1[N+](=O)[O-]
    -2.3%	i	1.9%	-13.2%	-12.9%	55.2	-4.8%	-9.3%	1.4%
COc1ccc(-n2nc(C(=O)NCC(=O)NC3CCCC(C)C3C)c3ccccc3c2=O)cc1 (centres undefined)
    -0.6%	?	11.8%	-10.6%	-4.6%	-0.9	-13.9%	-16.1%	4.1%
Clc1ccc(COc2ccccn2)cc1Cl
    1.4%	i	5.1%	-12.5%	-14.5%	11.7	18.5%	-16.3%	7.2%
CCOc1ccccc1-n1nnnc1SCC(=O)NC(=O)NCc1ccco1
    2.0%	i	-2.1%	0.4%	7.0%	-3.3	-14.3%	0.9%	-2.2%
O=C(OCCc1cc2ccccc2c(=O)o1)c1cccs1
    -0.2%	i	23.4%	46.9%[activator]	0.0%	6.3	2.5%	2.0%	-5.7%

Results in KB-V1 cytotox, KB-3-1 cytotox and ATXN2 expr inh (2 entries from above):
mol	KB-V1 cytotox	KB-3-1 cytotox	ATXN2 expr inh
COC(=O)[C@]12CCCCC=C1N(Cc1ccc(Cl)cc1Cl)C(=O)[C@H](CC(=O)NCC1CCCCC1)C2	-7.0%	?	-25.5%
Cc1ccc(S(=O)(=O)N2CCCC2CNC(=O)C(=O)Nc2ccc(F)cc2F)cc1 (centres undefined)	?	?	0.5%

Going on with the list:
Fields – MCF10A rereplic	S2 tox	KB-3-1 cytotox	ATXN2 expr inh	HT1080-NT tox	IL-1B inflam inh	KB-V1 cytotox	HT1080 IDH1KD tx	SW480 rerep
O=C(Nc1ccccc1)NC1CCCCC1
    -11.1%	i	-2.2%	35.2%[activator]	8.0%	-12.0	2.0%	11.4%	-0.1%
CCOc1ccc(C2C(C(C)=O)=C(O)C(=O)N2CCc2c[nH]c3ccccc23)cc1 (centres undefined)
    -2.5%	?	-10.1%	.	-25.9%	14.7	16.0%	?	9.5%
CCN(CC)c1nc(-c2ccccc2)nc2c1sc(=S)n2CC
    -0.4%	i	8.0%	6.8%	9.6%	-6.0	0.0%	7.4%	-0.1%
C/C(=N/NC(N)=S)c1cc2ccc(O)cc2oc1=O
    18.4µM*	?	-5.4%	-8.4%	10.0%	10.0	14.4%	4.5%	?
Cc1cccc(NC(=O)c2ccc3c(c2)CCN3S(=O)(=O)c2ccccc2)c1C
    .	i	0.7%	10.6%	.	.	6.8%	.	.
Cc1cccc(S(=O)(=O)N(C)C[C@H]2OCc3cnnn3CCCC(=O)N([C@@H](C)CO)C[C@H]2C)c1
    .	i	5.4%	5.6%	6.3%	16.6	6.4%	7.0%	.
NC(=O)c1cccnc1Nc1cccc([N+](=O)[O-])c1
    1.5%	i	-1.1%	48.8%[activator]	-23.3%	?	-10.9%	-12.8%	-1.9%
CCCn1c(=O)n(C)c(=O)c2c(SCC(=O)NCC(c3ccccc3)N(C)C)nc(CC(C)C)nc21 (centres undefined)
    -2.8%	i	-10.9%	-38.4%	0.4%	?	?	-2.1%	?
Cc1nc(-c2ccc(Cl)cc2)sc1C1(C)CC(c2ccccc2)=NO1 (centres undefined)
    25.1%	i	1.7%	46.1%[activator]	4.2%	-7.0	-2.5%	1.1%	-7.6%
CCOC(=O)C1CCCN(C(=O)c2ccccc2Oc2ccccc2)C1 (centres undefined)
    -2.8%	i	7.4%	1.6%	-3.7%	0.0	?	-0.3%	-8.9%
CCCn1c(SCC(=O)N2CCc3ccccc3C2)nc2c1c(=O)n(C)c(=O)n2C
    3.0%	?	14.7%	4.1%	3.8%	22.3	3.66µM*	0.9%	-2.2%
Clc1ccccc1OCc1nc(-c2ccccn2)no1
    -9.7%	i	-5.8%	.	-27.0%	?	8.8%	-18.4%	12.0%
COC(=O)c1cccc(NC(=S)Nc2cccc(Cl)c2Cl)c1
    6.4%	i	1.2%	-13.9%	16.4%	4.5	15.0%	4.7%	-9.0%
CCOc1ccccc1N1CCN(C(=O)c2c(C)noc2C)CC1
    -23.2%	i	11.3%	2.1%	11.0%	15.1	-0.8%	5.7%	-1.5%
CN(C)S(=O)(=O)c1ccc(N2CCCC2)c(C(=O)NNC(=O)COc2ccccc2Cl)c1
    -1.8%	i	-18.1%	0.0%	17.0%	2.9	11.7%	24.9%	1.8%
CCCCNC(=O)CSc1nc2ccc(NC(=O)CSc3nnc(N)s3)cc2s1
    ?	i	?	-6.6%	-0.6%	0.0	6.2%	-13.9%	-4.5%
CCOc1ccc(CC(=O)C2C(=O)CCCC2=O)cc1OCC
    9.2%	i	-0.5%	-2.9%	-1.5%	-17.9	17.7%	2.2%	-0.4%
Cc1cccc(C)c1Nc1c(-c2ccsc2)nc2ccc(Cl)cn12
    .	i	-2.4%	1.6%	.	.	5.1%	.	.
NC(=O)c1nsc(C(=O)N(CC(=O)NC2CCCCC2)c2cccc(F)c2)c1N
    ?	i	0.1%	6.8%	-12.7%	-3.0	-21.1%	-7.8%	16.3%
CCCCN(C(=O)c1ccc(-c2ccc(Cl)cc2)o1)c1c(N)n(CCCC)c(=O)[nH]c1=O
    16.4%	?	-27.3%	.	-0.3%	-13.8	-9.8%	-10.9%	2.9%
Cc1cc(C)cc(NC(=O)CCNS(=O)(=O)c2cc(Br)cnc2N)c1
    4.8%	i	9.5%	-17.6%	2.6%	-4.2	1.0%	-3.7%	-19.1%
COc1ccc2c(c1)c1c(c(=O)n(-c3ccc(F)c(Cl)c3)c(=O)n1Cc1cccc(C)c1)n2C
    .	i	2.8%	13.2%	.	.	0.0%	.	.
O=C(COc1ccccc1[N+](=O)[O-])N/N=C/c1ccccn1
    -13.3%	i	0.0%	.	-4.0%	-17.7	-5.4%	-2.1%	1.8%
COc1ccccc1/C=C/C(=O)OCC(=O)c1cc(C)n(C)c1C
    -2.4%	i	-6.2%	7.7%	22.8%	-13.6	0.0%	19.2%	0.6%
Oc1ccc(/C=N/n2cnn(Cc3ccccc3Cl)c2=S)c(O)c1
    13.1%	i	-7.2%	-1.1%	-0.3%	15.8	5.3%	-2.8%	-4.5%
Oc1cc(CNCc2ccccc2)c(O)cc1CNCc1ccccc1
    ?	i	10.0%	-9.3%	-4.8%	-11.6	0.0%	-26.5%	13µM*
CN(C)c1nc(OCc2ccccc2)c2ncc(=O)[nH]c2n1
    1.3%	i	-19.5%	.	-1.8%	-13.1	?	3.0%	27.9%
COc1ccc(C2C3C(=O)N(Cc4ccccc4)C(=O)C3ON2c2ccccc2)c(OC)c1OC (centres undefined)
    ?	i	-12.8%	5.9%	-6.9%	-3.6	-20.3%	-4.3%	5.1%
Oc1cc(-n2cccn2)c(O)cc1-n1cccn1
    3.1%	?	-4.7%	.	0.8%	-3.5	9.8%	7.6%	9.2%
Cc1cc(C)cc(N(CC(=O)N/N=C/c2ccncc2)S(=O)(=O)c2ccccc2)c1
    11.0%	i	13.1%	2.7%	-1.3%	-54.0*	?	-4.0%	-2.4%
Cc1cc(NC(=O)COc2ccccc2)n(-c2ccccc2)n1
    -2.7%	i	4.1%	-4.6%	-2.4%	22.9	-25.3%	-0.4%	-6.4%
COc1cc(C=Cc2nnc3c4ccccc4cnn23)cc(OC)c1OC
    .	i	12.8%	.	5.7%	-29.4	-17.3%	-2.5%	.
CC(C)(C)c1csc(NC(=O)Cc2cccs2)n1
    -1.4%	i	-15.0%	1.0%	-11.5%	-0.6	?	-11.8%	7.9%
